Vif-A3G inh: Vif-A3G binding inhibition; Potency, µM (doses to about 46.1 µM), without a hit: at the highest dose activity, negative = active, usual class: inhibitors; Q9HC16; 410,000 compounds, 0.076% hits; HeLa A3G-eYFP + Vif (tagged APOBEC3G with the HIV-1 protein that degrades it), YFP fluorescence, overnight;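 note: potency is the fitted concentration of half-maximal effect; % is set by controls: 0 for no effect and ±100 for the full control effect; nearly all actives have a fitted effect of over 60% in size; hits raise eYFP signal because A3G escapes Vif-driven loss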
Target sequence (Q9HC16 whole entry, looked up): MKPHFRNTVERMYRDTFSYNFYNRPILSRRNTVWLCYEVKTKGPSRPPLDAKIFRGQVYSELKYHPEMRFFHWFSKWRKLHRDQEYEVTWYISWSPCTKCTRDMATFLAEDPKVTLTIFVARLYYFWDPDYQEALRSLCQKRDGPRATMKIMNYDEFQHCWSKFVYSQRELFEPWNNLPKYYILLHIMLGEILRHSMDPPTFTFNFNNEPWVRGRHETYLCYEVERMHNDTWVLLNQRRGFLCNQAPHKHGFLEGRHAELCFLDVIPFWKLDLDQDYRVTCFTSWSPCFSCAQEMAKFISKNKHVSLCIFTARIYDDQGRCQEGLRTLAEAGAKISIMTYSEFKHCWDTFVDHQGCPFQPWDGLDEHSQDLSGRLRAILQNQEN
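HeLa cells stably expressing Vif and C-terminally eYFP-tagged A3G, seeded overnight at 37 deg C, then exposed to compound by pintool overnight at 37 deg C. Rise in yellow fluorescence (Ex 488/Em 500-530, Acumen) marks blocked Vif-driven A3G degradation.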
Vif-APOBEC3F blk: inhibitors of Vif-A3F interaction | HeLa A3F-eYFP + Vif (tagged APOBEC3F with the HIV-1 protein that degrades it), YFP fluorescence increase | Potency, µM (top dose mostly 46.1 µM), inactives show at the top dose activity, negative = active | 390,000 compounds, 0.2% hits; note: potency is the fitted concentration of half-maximal effect; % of control where 0% means no effect; nearly all actives have a fitted effect of over 65% in size
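HeLa cells stably expressing A3F-eYFP plus Vif, plated and incubated overnight at 37 deg C, then exposed to compounds overnight at 37 deg C. Blocked degradation read as raised yellow fluorescence (Ex 488/Em 500-530).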
GRP78 ERSR act: inducers of ER stress response in human glioma cells; U87-MG GRP78 promoter luciferase reporter, 16 h; Potency, µM, inactives show at the highest dose activation, hits mostly activators; 420,000 compounds, 0.02% hits; note: potency is the fitted concentration of half-maximal effect; series mostly up to about 76 µM; % of control where 0% means no effect; nearly all actives have a fitted effect of over 35% in size
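Stably transfected U87-MG glioma cells carrying a GRP78-based luciferase sensor; 16 h compound incubation. Luminescence end-point read 10 min after Bright-Glo addition at room temperature.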
RGS4 inhibitor: inhibitors of human regulator of G protein signaling 4. P49798. Transcreener GDP fluorescence polarization, RGS4-accelerated GTP hydrolysis. Potency, µM (highest dose often 114 µM), inactives show at the highest dose activity change, negative = inhibition, usual class: inhibitors. 390,000 compounds, 0.039% hits. AID 504845; note: potency is the fitted concentration of half-maximal effect; % is set by controls: 0 for no effect and ±100 for the full control effect; nearly all actives have a fitted effect of over 75% in size; some results filed as inactive show a strong effect at the top dose
Target sequence (P49798 whole entry, looked up): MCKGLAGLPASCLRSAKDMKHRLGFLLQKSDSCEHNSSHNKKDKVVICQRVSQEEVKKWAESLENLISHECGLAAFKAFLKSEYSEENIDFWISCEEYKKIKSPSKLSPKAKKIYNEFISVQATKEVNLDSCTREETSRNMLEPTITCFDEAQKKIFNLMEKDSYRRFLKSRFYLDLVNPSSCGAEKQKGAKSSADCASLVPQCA
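MLSMR compounds (23 nl, pin-transferred) preincubated 10 min at room temperature with a 500nM (2x) first reagent, then RGS4 at 900nM (2x) plus Transcreener GDP mix added; fluorescence polarization (620/688 nm) read before and after 90 min at 30 °C.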
D2 agonist: D2 dopamine receptor (human) agonism; P14416; HEK293 T-REx D2 cells, calcium flux agonist mode; activation, % at 2 µM; 340,000 compounds, 0.53% hits;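 active = activation over 3 SD above normal in the single-dose calcium agonist read, cut at about 30% in these data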; note: 0% is about no effect
Target sequence (P14416 whole entry, looked up): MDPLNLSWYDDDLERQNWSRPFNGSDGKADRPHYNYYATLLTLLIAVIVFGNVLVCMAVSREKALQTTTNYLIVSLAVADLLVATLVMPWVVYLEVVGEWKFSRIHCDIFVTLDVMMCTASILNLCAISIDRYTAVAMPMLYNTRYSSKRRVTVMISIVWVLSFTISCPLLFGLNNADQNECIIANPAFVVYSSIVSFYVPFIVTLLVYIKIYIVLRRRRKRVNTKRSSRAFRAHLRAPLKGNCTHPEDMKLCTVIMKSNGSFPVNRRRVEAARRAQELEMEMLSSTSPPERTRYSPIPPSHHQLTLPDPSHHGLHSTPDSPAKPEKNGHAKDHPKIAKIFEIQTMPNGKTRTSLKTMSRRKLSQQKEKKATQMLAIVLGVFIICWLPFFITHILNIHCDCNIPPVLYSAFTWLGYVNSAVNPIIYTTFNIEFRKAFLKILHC
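In this primary screen, compounds producing a positive calcium signal within 180 s of addition to tetracycline-induced, force-coupled HEK293 Trex D2 cells are flagged; cells are dye-loaded with a no-wash calcium kit beforehand.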
D2 antagonist: D2 dopamine receptor (human) antagonism; HEK293 TREx D2 cells, calcium flux, dopamine EC80; 340,000 compounds, 2% hits; P14416; inhibition, % at 10 µM; AID 485344; in the data active = inhibition above about 30%; note: 0% is about no effect
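Calcium flux kinetic readout in an inducible HEK293 TREx D2 line plated overnight at 30 C. After 180 s compound exposure, an EC80 dopamine challenge follows with another 180 s kinetic read to detect antagonism.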
ERG-DNA inh: blocks human ERG Ets domain binding to DNA. Potency, µM (series often up to 76.9 µM), for the others: top-dose FP activity, negative = inhibition, hits mostly inhibitors. P11308. AID 624246. fluorescence polarization, His-ERG Ets domain / labelled DNA. 370,000 compounds, 0.028% hits; active = well fitted inhibition curve with a large enough effect in the polarisation, with a control signal flat; inconclusive = small, poorly fitted or top-dose-only effect, or effect the other way, or a change in a side signal; inactive = no such curve, though single readings can be large or run the other way; the % refers to the polarisation;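 note: polarization taken with two DNA probes labelled with fluorescein and Texas red; potency is the fitted concentration of half-maximal effect; % of control where 0% means no effect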
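His-tagged ERG Ets domain (1 uM in the protein solution; 300mM KCl, 50mM Tris-HCl, 1mM EDTA, 1mM DTT, pH 7.5) received compound, then a probe mix of 5 nM fluorescein-DNA and 100nM Texas-615-DNA. Fluorescence polarization was read for both dyes.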
12-LOX inh: blocks human arachidonate 12S-lipoxygenase; P18054; purified 12hLO, xylenol orange hydroperoxide absorbance; Potency, µM (highest dose often 108 µM), for inactives: at the highest dose activity change, negative = inhibition, actives largely listed as inhibitors; 580,000 compounds, 1.1% hits; AID 1671190; note: potency is the fitted concentration of half-maximal effect; % is set by controls: 0 for no effect and ±100 for the full control effect
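Hydroperoxide product was detected by ferrous iron/xylenol orange as the 573 to 405 nm absorbance ratio. Arachidonic acid at 40 uM (final) was turned over for 30 min at room temperature by 150 nM human 12hLO, pH 7.0 Hepes buffer, after 15 min compound preincubation.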
LDHA block: blocks human lactate dehydrogenase A; P00338; purified LDHA, NADH/diaphorase-resazurin fluorescence; active compounds read low; activity change, % (values are at about 110 or 230 µM); 480,000 compounds, 0.15% hits; AID 1347041; in the data active = activity change below about -30%; inconclusive = mostly about -25% to -30%;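 note: plate controls were DMSO wells for no effect and wells without enzyme for full effect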
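Remaining NADH was detected by diaphorase (0.133 mg/mL) converting 37 µM resazurin to fluorescent resorufin, read at 0 and 20 minutes. The preceding 5-minute room-temperature reaction used 2 nM LDHA, 0.2 mM sodium pyruvate and 0.06 mM NADH at pH 7.4.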
* marks the source's active call; other numbers are inactive results; ? = inconclusive; . = no result given; & = joins results of further samples; [ ] = dose if it differs, or a comment. Unless noted, calls come from the whole dose curve; as a rule, active = well fitted curve in the direction sought with a large enough effect; inconclusive = small, poorly fitted or top-dose-only effect, or another doubt; inactive = no such curve, though single readings can be large; an effect the other way counts as inactive or inconclusive.

SMILES | Vif-A3G inh | Vif-APOBEC3F blk | GRP78 ERSR act | RGS4 inhibitor | D2 agonist | D2 antagonist | ERG-DNA inh | 12-LOX inh | LDHA block
O=C(Nc1cccc(F)c1)c1cc(S(=O)(=O)N2CCC(C(=O)O)CC2)ccc1F | 0.1% | -4.6% | -3.8% | 18.7% | 1.5 | -8.3 | 2.5% | 0.0% | -2.7
CC(C)(C)OC(=O)NCCCC[C@@H](C(=O)N1CCN(C(=O)OC(C)(C)C)CC1)n1cc(C(CO)NC(=O)OC(C)(C)C)nn1 (some centres not stated) | -0.9% | -0.9% | -2.8% | -10.7% | -0.4 | 9.9 | 0.9% | 21.0% | -5.7
Cc1cccc(Oc2coc3cc(OC(=O)c4cncc(Br)c4)ccc3c2=O)c1 | 0.7% | -17.8% | 5.1% | 18.7% | -0.6 | 0.9 | -9.0% | -14.9% | -6.7
CCCC(=O)N1CCCC1(C)C(=O)NCc1c(F)ccc(C)c1F (configuration not stated) | -3.5% | . | 1.1% | . | . | . | . | 15.2% | -9.7
O=C(NC1CCCCC1)C(c1ccccc1F)N(Cc1ccco1)C(=O)Cn1nnc2ccccc21 (configuration not stated) | -8.3% | -15.3% | -3.7% | 0.1% | 0.2 | -11.5 | -10.8% | -20.2% | -3.3
CC(O)CNc1ncnc2nc[nH]c12 (configuration not stated) | 1.0% | 1.4% | -4.2% | -16.9% | -0.1 | 2.5 | -2.7% | -15.1% | -2.2
Cc1cccc(C)c1NC(=O)Cn1nnnc1N | 1.2% | -0.2% | -0.1% | 13.7% | 30.0 | 26.1 | 10.4% | 2.4% | -4.1
COC(=O)c1ccc(C2C(Oc3ccccc3C)C(=O)N2CCc2ccc(OC)c(OC)c2)cc1 (configuration not stated) | -6.9% | 8.5% | -15.7% | -20.2% | -0.5 | -6.2 | -5.0% | 7.2% | -0.5
CCOc1ccc(CCNC(=O)C2CC(=O)N(CCc3ccc(OC)c(OC)c3)C2)cc1OCC (configuration not stated) | 2.0%&-2.0% | -1.7%&0.6% | -1.8%&-2.6% | 8.2%&19.0% | -0.1&-0.4 | 9.7 | 1.1%&-11.6% | -51.3%&2.8% | 2.1&-1.8
Cn1c(=O)[nH]c(=O)c2c1nc(SCC(=O)O)n2Cc1ccccc1 | -0.2% | 0.4% | -2.0% | ? | 0.3 | 6.1 | 15.9% | -34.3% | -1.2
COc1ccc(CN2CCN(Cc3ccc(C(F)(F)F)cc3)CC2)cc1 | -8.7% | 0.1% | -2.9% | 11.6% | -1.0 | 12.2 | 4.0% | ? | -24.7
COc1ccc(S(=O)(=O)CC(=O)c2cc3cccc(C)c3oc2=O)cc1 | 0.1% | 2.4% | -3.7% | -53.1% | -0.9 | 19.0 | 3.5% | . | 10.4
CCC(=O)N(Cc1cc2ccc(C)cc2n2nnnc12)C1CCCCC1 | -5.4% | 3.3% | 0.4% | -28.4%[56.9 µM] | -1.5 | 10.9 | -8.8% | -5.4% | -8.6
COC(CNC(=O)CCc1c(C)nc2c(c(C)nn2-c2ccc(C)cc2)c1C)OC | 0.9% | -2.4% | -2.4% | -11.2% | -0.2 | -17.2 | -2.1% | 0.0% | -0.1
COc1ccc(/C(N)=N/OC(=O)CCc2ccccc2)cc1OC | -0.2% | -10.0% | 2.1% | -15.9% | 0.2 | 4.2 | -3.4% | -12.2% | -2.0
CCn1nc(C)c2c(-c3ccccc3)cc(=O)n(C(C)C(=O)Nc3ccc(OC)c(OC)c3)c21 (configuration not stated) | -1.3% | 2.1% | 1.5% | -27.0% | 1.9 | . | -14.5% | ? | 2.8
O=C(Nc1ccc(F)c(Cl)c1)c1cc(C2CCCN(C(=O)C3CC3)C2)on1 (configuration not stated) | -1.4% | . | -1.5% | . | . | . | . | -1.0% | -2.3
Cc1ccc(C(C)C)c(OCC(=O)Nc2cc(-c3nc4ccccc4[nH]3)ccc2C)c1 | . | . | . | 15.0% | -1.2 | . | -9.8% | -12.9% | -3.3
CCC1CCCCN1CCCNC(=O)c1ccc(/C=C2/Sc3ccccc3NC2=O)cc1 (configuration not stated) | -0.2% | 2.3% | -3.2% | 8.6% | . | . | -3.1% | ? | -12.2
COc1ccccc1OCC(=O)NCCS(=O)(=O)N1CCN(c2ccc(F)cc2)CC1 | 3.3% | -0.3% | -4.5% | -8.3%[56.9 µM] | 0.7 | 8.2 | -0.2% | 3.8% | -0.8
COc1cc(/C=N/NC(=O)CSc2nc3ccccc3n2C)cc(OC)c1OC | -2.3% | -6.1% | -4.5% | -5.3% | -1.0 | -9.0 | -5.8% | 18.7% | -7.3
Cc1cc(C(=O)COC(=O)COc2ccc(C#N)cc2)c(C)n1C1CC1 | -0.8% | -1.0% | -3.5% | 36.3% | 0.3 | -3.4 | -1.7% | -14.0% | -3.9
CCN1C(=O)[C@H]2[C@@H](c3ccc(-c4ccc5c(c4)OCO5)cc3)N3CCC[C@@]3(C(=O)OC)[C@H]2C1=O | 6.6% | 5.2% | 2.2% | -0.4% | 0.0 | 4.9 | -2.9% | -11.0% | 0.1
CCOC(=O)C1=C(c2ccccc2)Nc2ncnn2C1c1cccc(OC)c1OC (configuration not stated) | -12.1% | 3.7% | -0.8% | 20.3% | -2.0 | 1.8 | -0.8% | 0.0% | 0.2
Cc1ccc2sc(N3CCN(CCNC(=O)c4ccco4)CC3)nc2c1C | 3.9% | -5.4% | 2.0% | -24.3% | 0.7 | -1.4 | 2.8% | ? | -0.2
Cc1cccc(C)c1NC(=O)CSc1ncnc2[nH]ncc12 | -0.8% | -0.7% | -5.4% | -21.0% | . | . | 8.4% | 10.5% | -0.5
C[C@@H]1CN([C@@H](C)CO)C(=O)c2cc(Br)cnc2O[C@H]1CN(C)C(=O)Cc1cccnc1 | -3.9% | -0.9% | -3.5% | . | . | . | . | 0.0% | -24.5
Cc1c(C(=O)NCc2ccccc2C(F)(F)F)sc(=O)n1Cc1ccc(F)cc1 | 0.7% | . | -0.9% | . | . | . | . | -23.0% | 2.6
NC(=O)COc1ccc(NC(=O)CC23CC4CC(CC(C4)C2)C3)cc1 | 3.6% | 1.5% | -4.0% | 9.3% | -1.0 | 5.9 | -2.4% | 0.0% | -9.3
O=C(O)c1ccc([N+](=O)[O-])c(CS(=O)(=O)c2ccccc2)c1 | -1.7% | -1.7% | -2.8% | -11.7% | -0.7 | 7.0 | 3.9% | 0.0% | 2.7
COc1ccc(C(=O)NNC(=S)NC(=O)c2cccnc2)cc1 | 1.1% | -6.9% | -2.0% | -11.9% | 0.8 | -7.8 | -6.4% | -5.9% | 6.4
CCc1ccc(Nc2nnc(SCC(=O)N(C)CC(=O)Nc3ccccc3CC)s2)cc1 | 2.1% | 4.3% | 3.0% | -3.9% | -0.7 | -21.4 | 1.9% | 12.5% | -2.0
O=C(Nc1ccccn1)[C@@H]1CCC(=O)N1C(=O)OCc1ccccc1 | -0.1% | . | 7.1% | 17.3% | 0.3 | -12.6 | 6.9% | -1.1% | -7.5
COc1ccc(C)cc1NC(=O)CCCN1C(=S)NC(C)(C)CC1C (configuration not stated) | -1.0% | ? | -5.5% | 6.7% | 0.2 | 2.1 | -5.6% | -49.9% | 1.3
Cc1ccccc1-c1noc(-c2ccccc2OCC(=O)Nc2ccccc2[N+](=O)[O-])n1 | -0.9% | 0.1% | -2.1% | -18.6% | -0.1 | . | -5.1% | 0.0% | 0.3
COc1ccc(-c2noc(CCCc3ccccc3)n2)cc1OC | -0.5% | 2.9% | 1.0% | 25.5% | . | . | 9.0% | -10.9% | 2.8

Next section, starting with the last two of the part before.
SMILES | Vif-A3G inh | Vif-APOBEC3F blk | GRP78 ERSR act | RGS4 inhibitor | D2 agonist | D2 antagonist | ERG-DNA inh | 12-LOX inh | LDHA block
Cc1ccccc1-c1noc(-c2ccccc2OCC(=O)Nc2ccccc2[N+](=O)[O-])n1 | -0.9% | 0.1% | -2.1% | -18.6% | -0.1 | . | -5.1% | 0.0% | 0.3
COc1ccc(-c2noc(CCCc3ccccc3)n2)cc1OC | -0.5% | 2.9% | 1.0% | 25.5% | . | . | 9.0% | -10.9% | 2.8
Nc1nc(SCC(=O)c2ccc(F)cc2)n[nH]1 | 0.2% | 11.0% | -1.7% | ? | 1.2 | 7.9 | -0.1% | 5.6% | -2.7
COc1ccccc1N1CCN(C(=O)c2[nH]c(C(F)(F)F)nc2-c2ccccc2)CC1 | ? | . | -4.3% | . | . | . | . | 1.0% | -4.1
CCN(CC)S(=O)(=O)c1cc(NS(=O)(=O)c2cccs2)ccc1C | -6.1% | -14.4% | -0.6% | 20.0% | . | . | -0.5% | -8.6% | -4.7
CCC(C)C(NC(=O)OCc1ccccc1)C(=O)NCC(c1ccccc1)N(C)C (configuration not stated) | -1.2% | 5.1% | -4.7% | -20.1% | 0.0 | -8.7 | -3.4% | -18.3% | -2.3
ClCC(CNCc1ccccc1)c1ccccc1 (configuration not stated) | 0.6% | -17.8% | 0.2% | 26.7% | . | . | -5.1% | -26.9% | -5.0
O=C(CSc1ccccc1)NN1C(=O)c2ccccc2C1=O | -4.8% | -14.7% | -1.4% | 18.0% | -0.5 | -0.6 | 3.6% | -21.1% | -4.5
Cc1ccc(-c2nc3cc(C)c(Br)c(C)n3c2Cc2cccc(F)c2)cc1 | -3.9% | . | 2.3% | . | . | . | . | -27.8% | -7.2

Only part of the results is shown (hit frequency here may not be typical).
